Assay outcomes deposited in PubChem by NCI.
NCI-60 one-dose screen, 48 h, at 10 µM unless noted. Numbers give growth in % (100 = growth as untreated, 0 = no growth, -100 = all killed).
U251: U251 CNS tumor cells; hit rate 5.4% among 80,000
ACHN: ACHN renal cancer; hit rate 4.9% among 81,000; AID 1794771
A498: A498 renal cancer cells; AID 1794774; hit rate 5.4% among 76,000
UO-31: UO-31 renal cancer. hit rate 5.2% among 81,000
RXF 393: RXF 393 renal cancer cells; AID 1794773; hit rate 6.9% among 77,000
SN12C: SN12C renal cancer cells | hit rate 3.8% among 81,000
CAKI-1: CAKI-1 renal cancer | hit rate 4.7% among 75,000 | AID 1794772
786-0: 786-0 renal cancer cells; hit rate 5.1% among 81,000; AID 1794775
TK-10: TK-10 renal cancer cells. hit rate 3.9% among 81,000
* hit, by the source's call; · = not tested or not shown. How the source made its calls: active means growth percent below 10; inactive means the rest.

[1] Clc1ccc(P(c2ccc(Cl)cc2)c2ccc(Cl)cc2)cc1
[2] CC(C)CC[n+]1cccc(C(=O)c2ccccc2)c1
[3] C#CCOC(=O)/C=C/c1cn(-c2ccccc2)nc1-c1ccc(Br)cc1
[4] O=C(NC(=S)N1CCN(c2ncnc3c2cnn3-c2ccccc2)CC1)c1ccc(Cl)cc1
[5] CC(NC(C(=O)c1ccccc1)c1ccccc1)c1ccccc1 (stereo not drawn)
[6] O=C1c2ccccc2CCC12OC2c1ccncc1 (stereo not drawn)
[7] COc1ccc(-c2nnc(COc3ccc(NC(=O)Nc4ccc(Cl)c(C(F)(F)F)c4)cc3F)o2)cc1
[8] CCC1CCC2=C(C1)C(=O)c1ccccc1C2=O (stereo not drawn)

Compound	1	2	3	4	5	6	7	8
U251	90	107	97	38	100	107	-27*	51
ACHN	105	107	94	25	104	108	-23*	91
A498	106	100	104	68	105	103	-1.6*	·
UO-31	77	83	77	40	99	76	2.2*	59
RXF 393	99	100	100	43	111	94	·	106
SN12C	94	102	95	28	103	112	21	85
CAKI-1	82	100	87	28	102	86	4.8*	103
786-0	93	93	98	28	105	104	25	103
TK-10	107	·	104	109	105	130	35	108

[9] COc1ccc(/C=C2\Oc3cc(OCCN4CCCCC4)ccc3C2=O)cc1OC
[10] O=C1Nc2ccccc2Oc2ccc(S(=O)(=O)CC3CO3)cc21 (stereo not drawn)
[11] N#Cc1ccc(-c2cn(CC(=O)Nc3nc4ccccc4s3)nn2)cc1
[12] CC(C)(CO)N(CC(=O)O)CC(=O)O
[13] CC1(C)CC[C@]2(C(=O)O)CC[C@]3(C)C(=CC[C@@H]4[C@@]5(C)CC[C@H](O)C(C)(C)[C@@H]5CC[C@]43C)C2C1 (stereo partly drawn)
[14] O=C(Nc1ncccc1OCc1ccccc1)NC12CC3CC(CC(C3)C1)C2
[15] COc1cc(C(=O)/C=C/c2ccc(OCCCCCC[P+](c3ccccc3)(c3ccccc3)c3ccccc3)cc2)cc(OC)c1OC
[16] Cc1cccc(Cc2cnc(-n3nnc(C(=O)O)c3C)s2)c1

Compound	9	10	11	12	13	14	15	16
U251	100	78	102	93	59	91	-100*	89
ACHN	98	46	103	116	56	101	-44*	102
A498	76	102	134	82	72	67	-42*	102
UO-31	72	66	67	98	43	81	1.6*	83
RXF 393	111	58	120	107	73	94	-47*	104
SN12C	97	72	102	98	57	82	-64*	98
CAKI-1	93	44	90	93	47	79	13	93
786-0	101	98	102	100	50	102	-92*	92
TK-10	103	92	107	99	75	101	-72*	101

[17] Nc1cccc([N+](=O)[O-])c1C(=O)O
[18] NS(=O)(=O)Oc1ccc(NC(=O)c2ccncc2)cc1
[19] COCc1ccc(C(=O)NC(CC(C)C)c2nnc3n2CCN(Cc2ccc(OC)cc2)C3)o1 (stereo not drawn)
[20] COC(=O)CC1OCC=C2CN3CCC45C6=CC(=O)C(=O)C([N+](=O)[O-])=C6NC4C1C2CC35 (stereo not drawn)
[21] COc1ccc(-c2cc3c(SCC(=O)Nc4cc(C(F)(F)F)ccc4Cl)nccn3n2)cc1
[22] S=c1nc(-c2ccccc2)cc(-c2cn(-c3ccccc3)nc2-c2ccc(OCc3ccccc3)cc2)[nH]1
[23] COc1ccc(-n2nc(C(=O)NCCCCCC(=O)NO)nc2-c2ccccc2)cc1
[24] CC1C(=O)OC(=O)N1c1ccccc1 (stereo not drawn)

Compound	17	18	19	20	21	22	23	24
U251	97	102	100	103	99	92	99	109
ACHN	110	96	103	105	92	100	99	104
A498	112	103	·	145	85	79	102	116
UO-31	92	91	93	83	102	77	89	89
RXF 393	103	112	98	120	80	107	·	115
SN12C	95	99	100	119	97	99	108	108
CAKI-1	·	93	98	101	94	85	90	·
786-0	98	108	100	112	89	98	98	103
TK-10	95	111	98	107	101	99	101	148

[25] O=C(CN1CCN(c2ncnc3c2cnn3-c2ccccc2)CC1)Nc1ccccc1
[26] Cc1ccc(N/N=c2/ccc(=O)/c(=N\Nc3ccc(S(=O)(=O)O)cc3)c2=O)c(C)c1
[27] Cc1cc(N=NC(=N)N)ccc1NN=C(N)N
[28] COc1cc(-c2c3sc(=O)[nH]c3nc3c2c(=O)[nH]n3C(C)C)cc2c1OCO2
[29] CC(COC(=O)/C=C/c1ccccc1)CC(=O)c1c(O)cc2oc(=O)cc(-c3ccccc3)c2c1O (stereo not drawn)
[30] CCOC(=O)C1=C(C)NC(=O)NC1c1cc(=O)oc2ccc(C)cc12 (stereo not drawn)
[31] CCN(CC)S(=O)(=O)c1cccc([N+](=O)[O-])c1
[32] COc1ccc(CN2C(=O)OC(C)(COC(C)=O)C2=O)cc1 (stereo not drawn)

Compound	25	26	27	28	29	30	31	32
U251	83	107	99	103	93	102	89	104
ACHN	63	104	94	96	102	114	109	102
A498	94	97	87	67	95	104	73	103
UO-31	37	74	108	97	86	93	83	95
RXF 393	86	112	98	95	89	·	·	105
SN12C	78	93	108	99	95	101	100	100
CAKI-1	61	87	48	89	81	·	91	95
786-0	98	108	89	106	94	102	89	106
TK-10	118	138	129	114	104	97	90	104

[33] CCCCc1ccc(C(CC(=O)c2ccccc2)c2ccccc2)cc1 (stereo not drawn)
[34] CCOC(=O)c1c(C)oc(=O)c(CC)c1O
[35] O=C(/C(=C/c1ccc(Cl)cc1)Cc1nc2ccccc2[nH]1)c1nc2ccccc2[nH]1
[36] COc1ccc(-n2c(SCC(=O)NNC(=S)NC(=O)c3ccc(Br)cc3)nc3cc(OC)c(OC)cc3c2=O)cc1
[37] O=C(CCn1cc[n+](CC(=O)c2ccc(F)cc2)c1)Nc1cccc2cccnc12
[38] COc1ccccc1NC(=O)NCN1CCOCC1
[39] O=C(O)c1ccc([N+](=O)[O-])o1
[40] O=C(O)CCc1ccc([I+]c2ccccc2)cc1

Compound	33	34	35	36	37	38	39	40
U251	90	96	99	90	100	103	94	99
ACHN	95	108	104	96	96	99	106	93
A498	73	90	89	102	84	97	94	114
UO-31	81	102	94	89	93	93	93	75
RXF 393	95	105	115	117	102	119	106	117
SN12C	97	110	109	98	101	96	103	104
CAKI-1	78	100	95	91	96	105	99	·
786-0	91	99	108	108	102	103	111	108
TK-10	85	109	98	102	106	96	106	114

[41] O=C1C2C3C=CC(C3)C2C(=O)N1c1ncc([N+](=O)[O-])s1 (stereo not drawn)
[42] N#CCc1nc2ccccc2s1
[43] CC(C)c1ccc(/C=C/C(=O)Nc2ncc(Cc3ccccc3Cl)s2)cc1
[44] CC(C)(C)Nc1nc2c(OCCc3ccccc3)cccn2c1-c1ccccc1O
[45] CC(C)=CCC[C@](C)(O)[C@H]1CC[C@]2(C)[C@@H]1CC[C@@H]1[C@@]3(C)CC(=O)CC(C)(C)[C@@H]3CC[C@]12C
[46] Cc1ccc(N=c2nc3sc4c(C)ccc(C)c4n3c(N)c2C#N)cc1
[47] COc1cc(C)ccc1OCC(=O)O
[48] CC1(C2CC(=O)c3c(O)ccc(O)c3C2)OCCO1 (stereo not drawn)

Compound	41	42	43	44	45	46	47	48
U251	101	100	·	101	93	96	94	99
ACHN	104	92	34	98	97	103	106	98
A498	115	117	110	97	131	110	107	93
UO-31	92	64	75	94	100	90	91	90
RXF 393	104	89	129	98	95	124	109	109
SN12C	105	92	91	98	110	108	104	104
CAKI-1	89	102	33	95	86	88	101	97
786-0	115	98	86	106	105	101	95	98
TK-10	112	103	82	107	116	·	91	103

Laid out differently: entries from further up
no. | smiles | U251 | ACHN | A498 | UO-31 | RXF 393 | SN12C | CAKI-1 | 786-0 | TK-10
45 | CC(C)=CCC[C@](C)(O)[C@H]1CC[C@]2(C)[C@@H]1CC[C@@H]1[C@@]3(C)CC(=O)CC(C)(C)[C@@H]3CC[C@]12C | 93 | 97 | 131 | 100 | 95 | 110 | 86 | 105 | 116
46 | Cc1ccc(N=c2nc3sc4c(C)ccc(C)c4n3c(N)c2C#N)cc1 | 96 | 103 | 110 | 90 | 124 | 108 | 88 | 101 | ·
47 | COc1cc(C)ccc1OCC(=O)O | 94 | 106 | 107 | 91 | 109 | 104 | 101 | 95 | 91

(next part)
[49] O=C(O)c1ccccc1-c1ccccc1C(=O)Nc1ccc2c(c1)C(=O)c1ccccc1-2
[50] O=[N+]([O-])c1ccc(/C=N/N2CCNC2=S)o1
[51] CCC1(C(=O)OC)CCc2c(cc(OC)c3ccccc23)C1=O (stereo not drawn)
[52] NC(=O)SCC(N)C(=O)O (stereo not drawn)
[53] Brc1ccc2[nH]cc(C(c3ccccc3)N3CCCC3)c2c1 (stereo not drawn)
[54] COc1ccccc1N1CCN(CCn2c(=O)c3sc4ccccc4c3n(C)c2=O)CC1
[55] O=C(O)CNc1ccc(S(=O)(=O)c2ccc(NCC(=O)O)cc2)cc1
[56] Cc1ccc(-c2csc(NC(=O)c3ccccc3CN3C(=O)c4ccccc4C3=O)n2)cc1

Compound	49	50	51	52	53	54	55	56
U251	99	108	96	107	90	86	97	96
ACHN	103	110	98	103	84	106	99	108
A498	95	109	105	113	76	70	114	100
UO-31	68	100	93	85	54	89	114	86
RXF 393	162	107	108	·	69	106	·	90
SN12C	97	113	94	109	86	96	103	95
CAKI-1	94	96	87	·	82	100	98	87
786-0	100	107	119	96	96	101	97	96
TK-10	122	120	148	103	92	75	·	94

[57] COc1cc(C2=NN(C=O)C(c3c(C)nn(-c4ccccc4)c3N(C)Cc3ccccc3)C2)cc(OC)c1OC (stereo not drawn)
[58] CCN1CCN(c2cc(C(=O)Nc3cccc(Nc4ccc5c(OC)cccc5n4)c3)cc(C(F)(F)F)c2)CC1
[59] O=C(N/N=C(\CS(=O)(=O)c1ccccc1)c1cc2cc(Br)ccc2oc1=O)c1ccccc1
[60] Nc1n[nH]c(N)c1N=Nc1ccc(S(N)(=O)=O)cc1
[61] O=C(Nc1cc(C(F)(F)F)cc(C(F)(F)F)c1)Nc1cc2ccccc2cc1C(=O)O
[62] COc1cc2c(cc1-c1c(C)noc1C)ncc1nc(C3CCCC3)n([C@H](C)COC(F)F)c12
[63] CSCc1cnc(C2OCCO2)s1
[64] O=C(NCCBr)Nc1ccccc1

Compound	57	58	59	60	61	62	63	64
U251	79	14	98	104	109	40	103	101
ACHN	97	12	103	103	96	33	102	104
A498	83	58	·	·	80	-27*	104	92
UO-31	62	-8.5*	94	96	83	-30*	101	88
RXF 393	82	17	126	111	97	49	106	118
SN12C	86	25	96	92	95	57	102	100
CAKI-1	·	6.1*	91	98	94	19	96	92
786-0	92	-70*	106	111	109	46	107	94
TK-10	89	36	108	94	127	31	97	97

[65] Oc1cc2c3c(c1)c1cc4c(cc1c[n+]3CC2)OCO4
[66] CN(C)c1ccc(/C=C/c2n(Cc3ccc4ccccc4c3)c3ccccc3[n+]2Cc2ccc3ccccc3c2)cc1
[67] CC(=O)Nc1nc(C)c(CCC2OCCO2)c(=O)[nH]1
[68] COc1ccc(Br)c(C=O)c1O

Compound	65	66	67	68
U251	45	-67*	100	95
ACHN	82	-98*	103	85
A498	72	-82*	86	119
UO-31	83	-92*	87	60
RXF 393	39	-74*	·	·
SN12C	58	-80*	96	97
CAKI-1	85	-96*	·	59
786-0	63	-72*	100	107
TK-10	96	-81*	113	132

Reprinted at random: 3 entries already listed.
[67] CC(=O)Nc1nc(C)c(CCC2OCCO2)c(=O)[nH]1
[68] COc1ccc(Br)c(C=O)c1O
[65] Oc1cc2c3c(c1)c1cc4c(cc1c[n+]3CC2)OCO4

Compound	67	68	65
U251	100	95	45
ACHN	103	85	82
A498	86	119	72
UO-31	87	60	83
RXF 393	·	·	39
SN12C	96	97	58
CAKI-1	·	59	85
786-0	100	107	63
TK-10	113	132	96
